# RSV antiviral HEp-2 – RSV antiviral activity via CPE protection, HEp-2 cells, primary 10 µM value included (AID 2391). CPE inhibition, % at 10 µM; hits with a dose series show IC50 in µM. hit rate 0.13% among 310,000. HEp-2 cells, RSV-induced CPE inhibition; higher % means a stronger effect; in the data active = a potency from the dose series; note: strong numbers were not always called active
# Rac1 GTP hydrolysis – MgcRacGAP GTPase-activating activity inhibitors, confirmation, biochemical, ADP Hunter fluorescence; one-dose inhibition, % at 30 µM; IC50 in µM for titrated hits; hit rate 0.6% among 340,000; AID 624330, 2012; MgcRacGAP-stimulated Rac1 GTP hydrolysis, ADP Hunter fluorescence; higher % means a stronger effect; GST-tagged Rac1 F28L mutant substrate;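 active = first-screen hits whose inhibition reached a set limit at any dose in the follow-up dose series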;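 note: fluorescence reports GDP produced by GAP-driven GTP hydrolysis; strong numbers were not always called active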
# Dengue-2 NS5 capping – Dengue-2 NS5 methyltransferase inhibitors, primary screen, biochemical, confirmation dose response (AID 588689); Genome polyprotein (Dengue virus type 2 (strain 16681-PDK53)); Dengue-2 NS5 methyltransferase capping enzyme assay, biochemical; higher % means a stronger effect; inhibition, % at 25 µM, or IC50 in µM where a hit was titrated; hit rate 0.3% among 340,000; in the data active = a potency from the dose series
# The depositor's hits bear a star.
RSV antiviral HEp-2	Dengue-2 NS5 capping	Compound	Rac1 GTP hydrolysis
-1.4%	-8%	CC(C)=CCc1c(O)cc(O)c2c(=O)c(O[C@@H]3O[C@@H](C)[C@H](O)[C@@H](O)[C@H]3O)c(-c3ccc(O)cc3)oc12	3%
18%	-3%	NC(=O)c1ccc(-c2noc(-c3ccccc3F)n2)cc1	10%
0.2%	3%	O=C(O)CCCC(=O)OCc1c(-c2ccccc2)ncc2ccccc12	14%
0.6%	-1%	CCN(CC)C(=O)c1[nH]cnc1C(=O)Nc1ccc(Cl)cc1	2%
0.0%	-3%	COc1cc(C(=O)NCC(=O)NNC(=O)C2COc3ccccc3O2)cc(OC)c1OC (stereo not given)	1%
-0.7%	-2%	Cc1nn(-c2ccccc2)c(C)c1NC(=O)COC(=O)c1ccccc1	2%
2.0%	-2%	N#Cc1ccccc1OCC(=O)OCC(=O)c1c[nH]c2ccccc12	6%
-0.1%	10%	O=C(O)C1CCCN1c1nc(-c2ccc(Cl)c(Cl)c2)cc(C(F)(F)F)n1 (stereo not given)	12%
0.3%	-6%	COc1ccccc1C(=O)NCCC(=O)N1CCN(S(=O)(=O)c2cccc(Cl)c2)CC1	3%
-0.1%	1%	NC(=O)C1CCCN(C(=O)c2ccc(NC(=O)c3cccs3)cc2)C1 (stereo not given)	3%
11%	-3%	CCN(CC)S(=O)(=O)c1ccc(Cl)c(NC(=S)NC(=O)C2CCCC2)c1	6%
0.2%	-11%	NS(=O)(=O)c1ccc(CCNC(=O)c2cc([N+](=O)[O-])ccc2N2CCOCC2)cc1	3%
0.7%	3%	COc1ccc2nc(SC(C)C(=O)NC3(C#N)CCCCC3)[nH]c2c1 (stereo not given)	4%
2.7%	2%	COCc1c(C(=O)N2CCN(Cc3nc4ccccc4s3)CC2)oc2ccccc12	6%
1.5%	3%	N#Cc1ccc(CSc2ccc(S(=O)(=O)N3CCCC3)cn2)cc1	4%
1.9%	-2%	Cc1ccc(S(=O)(=O)N2CCN(C(=O)c3cc(C4CC4)nc4c3cnn4C(C)C)CC2)cc1	4%
5.2%	-10%	O=C(Cc1ccc(S(=O)(=O)N2CCOCC2)s1)Nc1cc(C(F)(F)F)cc(C(F)(F)F)c1	-9%
-0.2%	-4%	CSCCC(NS(=O)(=O)c1ccc(C)cc1)C(=O)N1CCCCCCC1 (stereo not given)	4%
-0.6%	8%	CC(C)(C)OC(=O)n1cc(CCO)c2ccccc21	8%
0.3%	-2%	O=C(CSc1ccc(Cl)cc1)NC(=O)c1ccccc1	4%

# Full records from above.
# NC(=O)C1CCCN(C(=O)c2ccc(NC(=O)c3cccs3)cc2)C1 (stereo not given) reads RSV antiviral HEp-2 = -0.1%; Dengue-2 NS5 capping = 1%; Rac1 GTP hydrolysis = 3%
# O=C(CSc1ccc(Cl)cc1)NC(=O)c1ccccc1 reads RSV antiviral HEp-2 = 0.3%; Dengue-2 NS5 capping = -2%; Rac1 GTP hydrolysis = 4%

# Next section.
RSV antiviral HEp-2	Dengue-2 NS5 capping	Compound	Rac1 GTP hydrolysis
2.1%	4%	COCCn1cnnc1SCC(=O)Nc1ccc(N2CCCCC2)cc1	10%
1.2%	-4%	Nc1c(N(Cc2ccco2)C(=O)c2cccc(F)c2)c(=O)[nH]c(=O)n1Cc1ccccc1	5%
0.1%	-3%	O=C(COC(=O)C1CCN(S(=O)(=O)c2ccccc2)CC1)NCCc1ccccc1	8%
1.9%	-10%	Cc1cc(C)cc(NC(=S)NCCN2CCOCC2)c1	6%
2.8%	-3%	CCC1CCCCN1C(=O)COC(=O)CSc1ccc(C(N)=O)cc1[N+](=O)[O-] (stereo not given)	1%
3.1%	-4%	O=C(CN1C(=O)NC2(CCCC2)C1=O)OCc1cccc(Br)c1	-1%
2.3%	-1%	CCOC(=O)C1=C(COC(=O)CCc2ccc(CC)cc2)NC(=O)NC1C (stereo not given)	7%
0.2%	-7%	Cc1ccc2c(c1)CCCN2C(=O)CCc1nc2ccccc2c(=O)[nH]1	3%
0.6%	1%	CCOC(=O)c1c(NC(=O)C(C)OC(=O)C2=COCCO2)sc2c1CCCC2 (stereo not given)	2%
1.4%	2%	Cc1ccc(S(=O)(=O)Nc2cccc(C(=O)N3CCC(C(N)=O)CC3)c2)cc1	5%
0.9%	4%	CCc1ccc(N2CC(C(=O)Nc3ccc4c(c3)OCO4)CC2=O)cc1 (stereo not given)	4%
0.4%	-12%	CC(=O)c1sc(NC(=O)CSCc2c(C)noc2C)nc1-c1ccccc1	4%
0.3%	-4%	CC(=O)Nc1ccc(S(=O)(=O)Nc2ccc(-n3cnnn3)cc2)cc1	4%
-0.3%	-7%	N#CCCN(C(=O)CN1CCN(S(=O)(=O)c2ccc3c(c2)OCCO3)CC1)c1ccc(F)cc1	2%
2.4%	-8%	Cc1cc(OCC(=O)OCC(=O)N2CCc3ccccc32)ccc1Cl	3%
0.2%	4%	O=C(COC(=O)Cc1ccc(F)cc1)Nc1ccc(Cl)cn1	3%
0.6%	2%	COc1ccccc1CNC(=O)CN1CCN(Cc2ccc(Cl)cc2)C1=O	1%
1.1%	-11%	N[C@@H](Cc1ccc(O)cc1)C(=O)Nc1ccc2ccccc2c1	4%
-0.1%	-8%	CCCCn1c(N)c(N(CC)C(=O)c2ccc(-c3ccc(Cl)cc3)o2)c(=O)[nH]c1=O	-1%
4.1%	7%	CN(C)S(=O)(=O)c1cccc(NC(=O)COc2ccc3ccccc3c2)c1	9%
-0.2%	-6%	CCOC(=O)c1ccc(NC(=O)c2nc[nH]c2C(=O)NCCCNC(=O)c2[nH]cnc2C(=O)Nc2ccc(C(=O)OCC)cc2)cc1	-1%

# Part of the list above in order of molecular weight, descending.
RSV antiviral HEp-2	Dengue-2 NS5 capping	Compound	Rac1 GTP hydrolysis
-0.2%	-6%	CCOC(=O)c1ccc(NC(=O)c2nc[nH]c2C(=O)NCCCNC(=O)c2[nH]cnc2C(=O)Nc2ccc(C(=O)OCC)cc2)cc1	-1%
1.2%	-4%	Nc1c(N(Cc2ccco2)C(=O)c2cccc(F)c2)c(=O)[nH]c(=O)n1Cc1ccccc1	5%
-0.1%	-8%	CCCCn1c(N)c(N(CC)C(=O)c2ccc(-c3ccc(Cl)cc3)o2)c(=O)[nH]c1=O	-1%
0.6%	1%	CCOC(=O)c1c(NC(=O)C(C)OC(=O)C2=COCCO2)sc2c1CCCC2 (stereo not given)	2%
0.4%	-12%	CC(=O)c1sc(NC(=O)CSCc2c(C)noc2C)nc1-c1ccccc1	4%
1.4%	2%	Cc1ccc(S(=O)(=O)Nc2cccc(C(=O)N3CCC(C(N)=O)CC3)c2)cc1	5%
0.6%	2%	COc1ccccc1CNC(=O)CN1CCN(Cc2ccc(Cl)cc2)C1=O	1%
4.1%	7%	CN(C)S(=O)(=O)c1cccc(NC(=O)COc2ccc3ccccc3c2)c1	9%
3.1%	-4%	O=C(CN1C(=O)NC2(CCCC2)C1=O)OCc1cccc(Br)c1	-1%
2.3%	-1%	CCOC(=O)C1=C(COC(=O)CCc2ccc(CC)cc2)NC(=O)NC1C (stereo not given)	7%
2.4%	-8%	Cc1cc(OCC(=O)OCC(=O)N2CCc3ccccc32)ccc1Cl	3%
0.3%	-4%	CC(=O)Nc1ccc(S(=O)(=O)Nc2ccc(-n3cnnn3)cc2)cc1	4%
0.9%	4%	CCc1ccc(N2CC(C(=O)Nc3ccc4c(c3)OCO4)CC2=O)cc1 (stereo not given)	4%
0.2%	-7%	Cc1ccc2c(c1)CCCN2C(=O)CCc1nc2ccccc2c(=O)[nH]1	3%
0.2%	4%	O=C(COC(=O)Cc1ccc(F)cc1)Nc1ccc(Cl)cn1	3%
1.1%	-11%	N[C@@H](Cc1ccc(O)cc1)C(=O)Nc1ccc2ccccc2c1	4%
1.9%	-10%	Cc1cc(C)cc(NC(=S)NCCN2CCOCC2)c1	6%

# Source: PubChem BioAssay

# Some of the compounds tested; the hit share may differ from the screen's.
